pAkt inh: blocks phosphorylation of Akt; Neuro2A IGF-stimulated pAkt S473 HTRF, 20 min; active compounds read low; activity change, % for hits at 50 µM; hit rate 0.32% among 360,000; AID 651550; in the data active means activity change below about -80%; inconclusive means mostly about -51% to -80%; further: on the % scale 0 is the no-effect control and ±100 the full control effect
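Neuro2A cells (4,500/well, DMEM with 0.5% FBS) were treated with compound at a single 50 µM final concentration, stimulated with 6 nM IGF for 20 min at 37 °C, and lysed. Phospho-Akt Ser473 was read by HTRF as 665/615 ratio ×10^4.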
Nrf2 block: blocks Nrf2 signaling; Potency, µM (highest dose often 46 µM), for the others: at the top dose activity change, negative = inhibition, usual class: inhibitors; AID 504444; hit rate 2.1% among 360,000; A549 ARE-Fluc reporter, luciferase luminescence, 18-24 h; further: potency means the concentration at half of the fitted maximal effect; on the % scale 0 is the no-effect control and ±100 the full control effect; nearly all actives have a fitted effect of over 60% in size
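Nrf2 activity is the BugLite luminescence, read 15 min after reagent at room temperature, following CellTiter-Fluor cytotoxicity readout (30 min, 37C). Compound titrations were applied for 18-24 h to 5000 A549 ARE_Fluc cells/well in 5% FBS OPTI-MEM.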
HepG2 viability: kills HepG2 cells in TGF-b inhibitor counter-screen; HepG2 CAGA-GFP viability, ATP luminescence, 18 h; Potency, µM (titrated, usually from 46.1 µM), without a hit: top-dose activity change, negative = cytotoxicity, most hits filed as cytotoxic; hit rate 0.76% among 410,000; further: potency means the concentration at half of the fitted maximal effect; some results filed as inactive show a strong effect at the top dose
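HepG2 CAGA-GFP cells (1000/well, DMEM with 1% FBS) received compound, then TGF-beta at 500 pg/mL final, and were incubated 18 hours at 37 degrees C. Viability was read by CellTiter-Glo luminescence. Media-only wells were set as complete cell-killing and DMSO as no toxicity.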
ATXN viability: viability counter-screen for ATXN expression inhibitors | S2 cells (HEK-293 line with an ATXN2-luciferase reporter) viability, CellTiter-Fluor protease fluorescence, 24 h | Potency, µM (top dose mostly 56.7 µM), actives largely listed as cytotoxic | hit rate 0.49% among 400,000; further: potency means the concentration at half of the fitted maximal effect; nearly all actives have a fitted effect of over 40% in size
MmCpn inh: blocks the Methanococcus maripaludis chaperonin Mm-Cpn; purified Mm-Cpn ATPase, ADP Transcreener TR-FRET; Potency, µM (series often up to 76.9 µM), for inactives: at the top dose activity, negative = inhibition, actives largely listed as inhibitors; hit rate 0.031% among 330,000; further: potency means the concentration at half of the fitted maximal effect; on the % scale 0 is the no-effect control and ±100 the full control effect; nearly all actives have a fitted effect of over 80% in size
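Inhibition of chaperonin ATP hydrolysis is measured as reduced ADP production, detected by competitive TR-FRET in which signal falls with ADP. Final enzyme 25 nM and ATP 10 uM, reacted 30 min at 37°C.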
CCT modulator: modulators of cytosolic chaperonin (CCT/TRiC) activity; purified chaperonin ATPase assay, HTRF ADP detection, 30 min; activity change, % (no concentration beside the values), hits read low; hit rate 0.3% among 360,000; in the data active means activity change below about -30%; further: on the % scale 0 is the no-effect control and ±100 the full control effect
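TRiC (40 or 20 nM final, by batch activity) in 30 mM Tris pH 7.4, 100 mM KCl, 5 mM MgCl2, 1 mM DTT was treated with compound at 76 uM single dose, then 10 uM ATP, 30 min at 37 °C. ADP was read by HTRF Transcreener.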
TGFb SMAD3 inh: TGF-b pathway inhibition. hit rate 1.2% among 410,000. AID 588855. Potency, µM (doses to about 46.1 µM), for the others: at the top dose activity, negative = inhibition, hits mostly inhibitors. HepG2 CAGA-GFP TGF-b/SMAD3 reporter, GFP fluorescence, 18 h; TGF-beta stimulated, 500 pg/mL final; further: potency means the concentration at half of the fitted maximal effect; on the % scale 0 is the no-effect control and ±100 the full control effect; nearly all actives have a fitted effect of over 65% in size
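Per well, imaged GFP fluorescence of HEPG2 CAGA-GFP cells gives the signal; cells get compound, then TGF-beta (500 pg/mL final), 18 h at 37 degrees C; %Activity versus -TGF-beta and +DMSO controls.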
A549 tox: kills or reduces viability of A549 cells in Nrf2 counter-screen. A549 ARE-Fluc cells, CellTiter-Fluor viability, 18-24 h. Potency, µM (top dose mostly 46 µM), for the others: at the top dose activity change, negative = cytotoxicity, actives largely listed as inhibitors. hit rate 0.16% among 390,000. AID 504648; further: potency means the concentration at half of the fitted maximal effect; on the % scale 0 is the no-effect control and ±100 the full control effect
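A549 ARE_Fluc cells in 5% FBS OPTI-MEM were exposed to compounds in concentration-response for 18-24 h at 37 deg C. Viability was read by CellTiter-Fluor fluorescence (Ex 405/Em 525) after 30 min, before the luciferase read.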
Nrf2 ARE act: Nrf2 pathway activation; AREc32 ARE-luciferase reporter (MCF7-derived line), luminescence, 24 h; Potency, µM (doses to about 46.1 µM), inactives show at the top dose activation, actives largely listed as activators; hit rate 0.31% among 410,000; AID 624171; further: potency means the concentration at half of the fitted maximal effect; % of control where 0% means no effect; nearly all actives have a fitted effect of over 65% in size
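AREc32 cells carrying an ARE-driven firefly luciferase reporter were seeded at 1000 cells/well in OPTI-MEM with 5% FBS, then exposed to compound for 24 hr at 37 deg C. Luminescence was read with Steady-Glo after 30 min at RT.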
An asterisk follows results filed as active; i = inactive; u = inconclusive; x = no result given; [ ] = another dose, or the depositor's remark. Unless noted, the call rests on the fitted dose curve; in most records, active means well fitted curve in the direction sought with a large enough effect; inconclusive means small, poorly fitted or top-dose-only effect, or another doubt; inactive means no such curve, though single readings can be large; an effect the other way counts as inactive or inconclusive.

Fields: pAkt inh	Nrf2 block	HepG2 viability	ATXN viability	MmCpn inh	CCT modulator	TGFb SMAD3 inh	A549 tox	Nrf2 ARE act
Cc1cccc(NC(=O)c2oc3ccc(S(=O)(=O)N4CCC5(CC4)OCCO5)cc3c2C)c1C
    x	x	-15%	x	x	x	-16%	-15%	-0.4%
O=C(NCc1ccccc1Cl)c1cc(=O)[nH]c2ccccc12
    i	12%	-3%	i	u	-1.9	5%	4%	-0.6%
CC(C)c1nnc(NC(=O)CCC(=O)N2CCN(c3ccc(F)cc3)CC2)s1
    i	-23%	3%	u	-1%	0.2	0%	-1%	0.4%
Cc1ccc(OCCNC(=O)c2cccc(S(=O)(=O)N3CCN(Cc4ccccc4)CC3)c2)cc1
    i	12µM*	-2%	i	x	-1.4	u	-15%	-0.5%
CCCCC(=O)Nc1nnc(/C=C/c2ccc(OC)cc2)s1
    i	u	-13%	i	1%	0.0	-10%	0%	5.6%
Cc1ccc(C(=O)N/N=C\c2ccc(Br)o2)o1
    i	-11%	-19%	i	1%	-0.8	-11%	6%	6.3%
COc1ccc(NC(=O)c2cc3nc(-c4ccccc4)cc(C)n3n2)cc1OC
    i	u	-13%	i	0%	-1.2	1%	-13%	3.7%
c1ccc(C2=NN(c3ccccc3)C(c3ccco3)C2)cc1 (stereo not drawn)
    i	u	-11%	x	-7%	-2.5	-5%	3%	3.0%
CN(C(=O)c1cccc(NC(=O)Cc2ccc(NC(=O)C3CCCN(C(=O)C4CCCCC4)C3)cc2)c1)C1CCC1 (stereo not drawn)
    i	-28%	-1%	i	x	-1.8	-21%	13%	4.8%
Cc1coc2cc3oc(=O)c4c(c3cc12)CCCC4
    i	13%	-5%	i	2%	-2.2	12%	19%	0.4%
Cc1ccc2c(c1)-c1c(ssc1=S)C(C)(C)N2C(=O)CSC1=NCCS1
    i	u	-5%	i	0%	0.0	-4%	u	-0.9%
COc1ccc(CCC2(C)NC(=O)NC2=O)cc1 (stereo not drawn)
    i	1%	2%	i	1%	-2.3	0%	3%[1.84 µM]	0.3%
CC(C)CNC(=O)CN(C1CCCCC1)S(=O)(=O)c1ccccc1
    i	-6%	-13%	i	-8%	-1.1	4%	-1%	-0.9%
CCOc1ccccc1C(=O)Nc1c(NC)c2ccccc2oc1=O
    x	5%	-3%	u	x	x	0%	-8%	u
Cc1ccc[n+](-c2[nH]c(=O)sc2/C=N/N=C(\[O-])c2cccnc2)c1
    i	0%	3%	i	-2%	1.2	13%	-6%	-0.3%
CCCNc1cc(C)oc(=O)c1C(=O)CCC
    i	0%	-13%	i	-2%	-7.2	18%	0%	0.1%
CCn1cc(C(C)NC(=O)Nc2ccccc2C(=O)OC)c(C)n1 (stereo not drawn)
    i	12%	-3%	i	-1%	0.1	4%	9%	0.2%
COc1ccccc1CNC(=O)CN(C)CC(=O)Nc1ccccc1Br
    i	0%	-2%	i	1%	1.2	-1%	2%	2.6%
NS(=O)(=O)c1cccc(NC(=O)COC(=O)COc2ccc3ccccc3c2)c1
    i	5%	-4%	i	2%	-0.6	-10%	0%	1.5%
C/C=C(\C)C(=O)O[C@@H]([C@H](O)c1cc2ccc(=O)oc2cc1OC)C(C)(C)O
    i	6%	4%	i	0%	0.8	8%	-5%	-0.8%
S=C(N/N=C/c1ccccc1Cl)Nc1ccccc1
    i	10%	-6%	i	-15%	-2.2	u	u	9.8%
CC(C)CNc1nnnc2c1sc1nc(N3CCOCC3)c3c(c12)CCCC3
    i	u	38%	i	1%	2.2	21%	0%	-0.6%
CCOC(=O)C1CCN(C(=O)C2CCN(C3=NS(=O)(=O)C(c4ccc(C)c(C)c4)=C3C)CC2)CC1
    x	1%	-32%	x	x	x	u	-4%	5.1%
O=C(CCN1C(=O)/C(=C/c2ccccc2Cl)SC1=S)Nc1ccccn1
    x	16%	-30%	i	-4%	0.1	-11%	4%	4.3%
CC(OC(=O)c1ccc(S(=O)(=O)N2CCCCC2)cc1)C(=O)NC1CCCCC1C (stereo not drawn)
    i	5%	0%	i	1%	0.0	-32%	2%	-0.2%
CC1=C(C(N)=O)C(c2cccs2)n2ncnc2N1 (stereo not drawn)
    i	0%	0%	i	3%	-0.2	2%	0%	-0.4%
COc1ccccc1NC(=O)Cn1c(=O)n(C)c(=O)c2sc3c(c21)COC(C)(C)C3
    x	6%	0%	i	-1%	-1.3	0%	4%	0.0%
O=C(c1ccc2ccccc2c1O)N1CCCCC1
    i	x	-14%	i	x	-1.9	12%	x	6.0%
Cc1ccc(-c2ccc(C(=O)Nc3cccc(F)c3)o2)c2ccccc12
    i	-3%	-19%	i	u	-2.5	u	0%	5.5%
CCN(C[C@H]1N[C@@](C)(C(=O)OC)[C@H]2C(=O)N(C)C(=O)[C@@H]12)S(=O)(=O)c1ccc(C(F)(F)F)cc1
    i	29%	-5%	i	0%	0.7	-8%	6%	2.8%

Already shown: two of the compounds above.
Fields: pAkt inh	Nrf2 block	HepG2 viability	ATXN viability	MmCpn inh	CCT modulator	TGFb SMAD3 inh	A549 tox	Nrf2 ARE act
S=C(N/N=C/c1ccccc1Cl)Nc1ccccc1
    i	10%	-6%	i	-15%	-2.2	u	u	9.8%
CC(C)CNc1nnnc2c1sc1nc(N3CCOCC3)c3c(c12)CCCC3
    i	u	38%	i	1%	2.2	21%	0%	-0.6%

Other compounds
Fields: pAkt inh	Nrf2 block	HepG2 viability	ATXN viability	MmCpn inh	CCT modulator	TGFb SMAD3 inh	A549 tox	Nrf2 ARE act
COc1ccccc1CN1C(=O)CNC1=S
    i	-2%	4%	u	-4%	-2.2	24%	-3%	0.4%
Cc1c(OCC(=O)NCc2cccnc2)ccc2c3c(c(=O)oc12)CCC3
    i	-5%	3%	i	-7%	0.4	22%	-4%	-0.1%
CCCCCC(=O)N1CCN(c2ccc(C(C)=O)cc2F)CC1
    i	-10%	-14%	i	0%	-1.4	-5%	-10%	2.2%
Cc1ccccc1NC1=CC(=O)CC(C)(C)C1
    i	x	-1%	i	0%	-0.6	1%	0%	-0.4%
CCOc1ccc2nc(NC(=O)CSc3nc4ccccc4c(=O)n3Cc3ccco3)sc2c1
    i	u	-41%	u	-2%	1.8	15%	-18%	-0.3%
COc1cccc(N2CCN(C(=O)c3cccn3-c3nnc(N4CCCC4)s3)CC2)c1
    x	0%	-17%	x	x	x	-22%	-1%	0.8%
COCCNc1oc(-c2ccc(Cl)cc2)nc1C#N
    i	u	68%	i	-1%	-1.3	18%	4%	6.7%
O=S(=O)(Nc1ccc(N=Nc2ccc(O)c3ccccc23)cc1)c1ccccc1
    i	u	-29%	u	2%	-3.1	u	u	2.9%
CCOC(=O)c1ccc(S(=O)(=O)N2CCN(C(=O)CSc3nc4ccccc4o3)CC2)cc1
    i	17%	-2%	i	1%	1.4	u	9%	0.1%[9.22 µM]
O=C1NC(=O)c2cc3ccccc3cc21
    i	-3%	-15%	i	-2%	2.6	-1%	-14%	2.5%
FC(F)(F)c1cccc(Nc2ncnc3ccccc23)c1
    i	-26%	-24%	i	0%	-1.6	2%	-25%	5.7%
CCC1(CC)NC(=O)N(CC(=O)OCn2nnc3ccccc3c2=O)C1=O
    i	1%	-9%	i	2%	1.9	u	u	0.1%
COc1ccccc1C(=O)Nc1nc2nc(C)cc(=O)n2[nH]1
    x	-1%	2%	x	x	x	u	-4%	-0.4%
CCOC(=O)C1=C(C(=O)OCC)N(CC2CCCCC2)CCC1=O
    i	-10%	13%	i	x	-2.3	0%	-6%	-1.4%
CN(C)c1oc(-c2ccc(COc3ccccc3)o2)nc1C#N
    x	-23%	-14%	i	x	x	-10%	7%	4.0%
Cc1cc(NS(=O)(=O)c2ccc(NC(=O)COc3ccccc3Br)cc2)no1
    x	-30%	-20%	i	x	x	1%	-4%	-0.6%
CC(=O)NC(CC(=O)NCCc1ccccc1)c1ccccc1 (stereo not drawn)
    i	15%	1%	i	4%	-0.4	0%	-2%	-0.7%
CCCCCCNCCn1cnc2c(N)ncnc21
    i	-6%	1%	i	0%	-0.5	-2%	-1%	-0.6%
CN(c1ccccc1)c1nc(N)c([N+](=O)[O-])c(NCCO)n1
    i	14%	119%	i	1%	-0.3	10%	0%	3.7%
COc1cc(/C=C/C(=O)O)ccc1S(=O)(=O)N1CCCc2ccccc21
    i	-1%	-1%	i	-1%	0.7	11%	8%	0.0%
COc1ccc(CNC(=O)Cn2nnc(-c3ccccc3F)n2)cc1
    x	-6%	-2%	x	x	x	-3%	2%	0.7%
CNc1nc(NCc2ccccc2)c2ccccc2n1
    i	u	-35%	i	0%	-2.5	u	u	2.7%
COc1ccc(C(=O)N/C(=C\c2cn(C)c3ccccc23)C(=O)N2CCOCC2)cc1
    i	13%	6%	i	1%	-1.0	14%	-7%	-0.4%
Cc1ccc(NC(=O)Cn2c(=O)n(CCC(=O)NCc3ccc4c(c3)OCO4)c(=O)c3sccc32)c(C)c1
    x	-12%	-4%	x	x	x	0%	-2%	0.9%
Cc1cccc(CSC2=NCCN2S(=O)(=O)c2ccc(F)cc2)c1
    i	u	13%	i	4%	-3.3	-28%	13%	-0.2%
